Ecoli tolC – blocks growth of E. coli BW25113 tolC mutant; growth inhibition, % at 10 µM (by protocol); AID 573; hit rate 2.2% among 65,000; OD615;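 active means growth inhibition at or above a cutoff equal to the mean over every tested compound plus 3 SD, cut at about 60% in these data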;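 further: growth measured after 20 h incubation at 37 °C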
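Signal: optical density read at 615 nm; Assay system: E. coli ΔtolC::kan strain BW25113; Times: 20 h incubation with compound, 37 °C; Dosing: 10 µM final, single dose.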
M1 agonist – activates the M1 muscarinic receptor; CHO-M1 cells, Fluo-4 calcium fluorescence, agonist mode; hits give high values; hit rate 3% among 64,000; B-score at 10 µM;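 active means fluorescence rise, raw or as B-score row- and column-corrected plate score, outside the 99.7% band of its plate's samples, either direction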
HEK293 NFkB inh – inhibitors of the PMA/ionomycin-induced NF-kB reporter in HEK293 cells. HEK-293 NF-kB luciferase reporter, luminescence. inhibition, % at 3 µM. hit rate 0.21% among 62,000;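 active means inhibition above the mean of all tested compounds plus 3 SD, cut at about 40% in these data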;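 further: 0% = stimulated DMSO wells and 100% = 10 µM reference inhibitor 5653914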
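Reagent: PMA plus ionomycin mix as NF-kB-activating stimulus. Assay system: NF-kB luciferase reporter HEK-293 cells. Technique: luminescence from luciferase substrate reagent. Incubation: 1 h compound pre-incubation, 16 h PMA/ionomycin at 37 °C. Benchmarks: DMSO only as uninhibited control, 10 µM reference inhibitor as full inhibition. Repeats: tested once.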
Jurkat tox 60K – reduces viability or proliferation of Jurkat cells | hit rate 1.2% among 56,000 | Jurkat E6.1 viability, ATP luminescence, 48 h | AID 463 | inhibition, % at 4 µM;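 active means inhibition above the mean inhibition of all tested compounds plus 3 SD, cut at about 28% in these data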
NADH enzymes – inhibition of NAD/NADH coupling enzymes, library profiling. hit rate 0.02% among 65,000. AID 774. IC50, µM (highest dose often 10 µM), for the others: at the top dose inhibition. coupled PK/LDH NADH assays, four targets;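 active means single-dose screening hits from any of four coupled enzyme assays that gave an IC50 when retested across doses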;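 further: the DPM-DC format reads NADH fluorescence rather than 340 nm absorbance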
SF1 activator – activates the human nuclear receptor SF-1. CHO-K1 Gal4-SF-1 LBD luciferase reporter; % increase over DMSO SF-1-specific signal. activation, % at 10 µM. hit rate 1.9% among 65,000;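 active means activation above the mean activation of all tested compounds plus 3 SD, cut at about 50% in these data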
Target sequence (Q13285 whole entry, looked up, the tested form may be a part): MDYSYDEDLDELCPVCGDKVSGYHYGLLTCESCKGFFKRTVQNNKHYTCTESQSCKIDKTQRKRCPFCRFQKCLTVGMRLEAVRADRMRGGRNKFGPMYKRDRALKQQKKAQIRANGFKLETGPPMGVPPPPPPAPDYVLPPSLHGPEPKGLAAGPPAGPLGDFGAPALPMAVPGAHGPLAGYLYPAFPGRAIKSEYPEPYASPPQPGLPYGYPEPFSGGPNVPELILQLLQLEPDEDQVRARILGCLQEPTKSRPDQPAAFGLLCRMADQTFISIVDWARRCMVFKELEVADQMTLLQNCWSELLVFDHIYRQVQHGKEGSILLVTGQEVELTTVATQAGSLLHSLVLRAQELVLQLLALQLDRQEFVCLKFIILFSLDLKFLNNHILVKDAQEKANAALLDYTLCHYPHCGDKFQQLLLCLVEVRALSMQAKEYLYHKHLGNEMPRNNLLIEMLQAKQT
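System: CHO-K1 cells with Gal4–hSF-1 LBD chimera plus Gal4-driven luciferase; quantity: 4,000 CHO-K1 cells per well; compound: one dose, 10 µM compound, 1% DMSO; times: 20 h compound treatment, 37 °C; measured by: SteadyLite luciferase luminescence; read-out: percent activation versus DMSO; benchmarks: DMSO and mock-transfected background; replicates: one test per compound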
TNAP act mid DEA – activators of human TNAP at intermediate phosphate acceptor. 64,000 tested, under 10 active. purified TNAP, CDP-star luminescence, 100 mM DEA, 30 min; hits give high values; scale: 0 levamisole-inhibited, 1 vehicle-only enzyme. activation factor at 20 µM;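 active means activation factor of at least 2 at 20 µM, relative to controls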
Target sequence (P05186 whole entry, looked up): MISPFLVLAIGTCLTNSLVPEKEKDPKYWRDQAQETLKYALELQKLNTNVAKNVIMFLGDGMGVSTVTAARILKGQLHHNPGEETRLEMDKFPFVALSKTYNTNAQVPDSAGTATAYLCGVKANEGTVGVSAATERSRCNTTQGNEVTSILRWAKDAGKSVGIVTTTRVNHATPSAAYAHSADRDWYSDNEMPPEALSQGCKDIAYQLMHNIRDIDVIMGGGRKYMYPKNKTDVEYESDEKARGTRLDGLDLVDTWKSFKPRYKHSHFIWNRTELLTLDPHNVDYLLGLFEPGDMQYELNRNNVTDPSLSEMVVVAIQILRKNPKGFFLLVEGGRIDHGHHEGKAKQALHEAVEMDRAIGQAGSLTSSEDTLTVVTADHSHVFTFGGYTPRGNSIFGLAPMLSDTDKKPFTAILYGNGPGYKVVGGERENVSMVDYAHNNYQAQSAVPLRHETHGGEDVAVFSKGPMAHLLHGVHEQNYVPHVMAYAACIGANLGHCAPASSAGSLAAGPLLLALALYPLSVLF
M1 antag – antagonists of rat M1 muscarinic receptor; P08482; CHO-M1 cells, Fluo-4 calcium, ACh EC80 antagonist mode; hits give low values; B-score at 10 µM; hit rate 3.4% among 64,000;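 active means calcium fluorescence response, raw or row-and-column corrected B-score, differing from the plate sample mean either way at a set confidence level, mostly lower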
D1 allo mod – allosteric modulators of human D1 dopamine receptor. P21728. HEK293 D1, CRE-luciferase, dopamine EC30 potentiation; actives deviate in either direction. B-score at 10 µM. hit rate 5.9% among 58,000. AID 641;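 active means luminescence count or its row- and column-corrected plate score outside the 99.7% band of the plate's sample wells, on either side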
The depositor's hits bear a star; . = not tested or not shown; [ ] = dose if it differs, or a comment.

Below each compound: Ecoli tolC	M1 agonist	HEK293 NFkB inh	Jurkat tox 60K	NADH enzymes	SF1 activator	TNAP act mid DEA	M1 antag	D1 allo mod
O=C(Cn1cccc1)NC1CCCCCC1
  -4	0.013	12	0	4%	1	1	-0.098	-0.42
Nn1c(SCC(=O)NC2CCCCC2)nnc1C1CC1
  -13	-0.49	13	-6	2%	-7	0.9	1.8	-1.1
CC(C)C(=O)Nc1ccc(NC(=O)c2ccco2)cn1
  -15	-1.1	-2	-5	6%	29	0.9	-0.24	0.98
N=c1c(C(=O)NCc2ccc(F)cc2)cc2c(=O)n3ccccc3nc2n1CC1CCCO1 (configuration not stated)
  -5	3.7*	9	11	7%[fluoresces]	11	0.9	-0.97	-1.7
Cc1cccc2c(=O)oc(-c3ccc4c(c3)C(=O)N(CC3CCCO3)C4=O)nc12 (configuration not stated)
  -9	0.01	4	-1	5%	-6	1	0.35	-0.16
COc1ccc(S(=O)(=O)N2CCN(CC(=O)Nc3cc(C(F)(F)F)ccc3Cl)CC2)cc1
  -13	-0.64	17	-4	7%	-8	0.9	-0.095	.
COc1ccc2nc(-n3c(C)ccc3C)sc2c1
  25	0.21	14	3	4%	12	0.9	1.6	0.24
O=C(Cc1coc(-c2ccc(F)cc2)n1)N1CCOCC1
  -9	0.17	11	0	11%	-4	0.9	-0.53	0.16
Cc1cc(C)n(-c2nnc3n2N=C(c2c[nH]c4ccccc24)CS3)n1
  21	0.73	6	57*	7%	31	0.9	0	9.8*
O=C(CCCCCN1C(=O)CCC1=O)NCc1ccccc1
  -20	-1.3	17	7	4%	-17	1	2.1*	1.1
Brc1ccccc1-c1nnc(CSc2nnc3sc4ccccc4n23)o1
  10	1	10	.	3%	22	0.9	-0.61	0.94
COCC(=O)c1[nH]c2ccccc2c1C
  1	-0.073	19	-4	4%	17	1	-2.4e-06	1.2
Cc1ccc(NC(=O)CC(NCCN2CCOCC2)C(=O)O)cc1Cl (configuration not stated)
  -27	-0.56	14	14	4%	-3	0.9	-0.2	-0.0087
CCOc1ccccc1-n1c(SCC(=O)N(CC)CC)nnc1-c1ccccn1
  -15	0.59	20	0	3%	-6	0.9	0.11	-0.45
O=C(O)C1CC(=O)N(Cc2cccs2)C1 (configuration not stated)
  -1	-0.34	.	.	2%	14	0.9	0.21	.
CCOc1cc(C)c(Cl)cc1S(=O)(=O)n1nnc2ccccc21
  63*	0.52	9	1	7%	1	0.9	0.58	-0.58
N#Cc1c(-c2cccnc2)c2c([nH]c1=S)CCCC2
  2	-0.95	14	6	42%	-1	0.9	0.89	0.63
COc1cccc(-n2nnc3c(=O)n(Cc4ccccc4Cl)cnc32)c1
  15	0.48	8	-12	7%	13	.	-0.43	0.34
CCOc1ccc(S(=O)(=O)N(C)c2ccc(OCC(=O)OCc3c(C)noc3C)cc2)cc1
  27	-0.82	5	-1	6%	7	1	-0.71	-0.55
Cc1c(C#N)c2ccccc2n1CCOc1ccccc1F
  20	-0.22	-6	4	2%	-6	0.9	-0.026	0.83
CCOC(=O)C1=C(C)N(C)C(C)=C(C(=O)OCC)C1c1ccncc1
  8	1.2	12	-6	3%	-10	0.9	-0.09	0.022
CC(C)(C)NC(=O)NC(=O)COC(=O)C1CC(=O)N(Cc2ccccc2)C1 (configuration not stated)
  -4	1.6	3	.	7%	6	1	0.98	.
O=C(Nc1nc(-c2cc3ccccc3oc2=O)cs1)c1ccco1
  5	1.6*	-7	2	0%[fluoresces]	33	0.9	-0.0027	.
Cn1c2ccccc2c2c(C(=O)NCCCN3CCCC3=O)cn(C3CCCCC3)c(=O)c21
  -13	-0.37	19	.	6%[fluoresces]	4	0.9	-2.1	1.4
O=C(NCCC1=CCCCC1)c1cnc2n(c1=O)CCS2
  -3	-0.54	-23	-4	2%	51*	.	-0.55	2.1
COc1ccc(-n2ncc3c(NCCCN4CCOCC4)ncnc32)cc1
  -5	0.11	-15	5	4%	53*	0.9	-0.021	-2.1
Cc1cccc(NC(=O)Nc2ccc(C#N)cc2)n1
  7	0.52	33	16	2%	-71	1	-0.096	-5.2*
CCn1nc(C)c(/C=C2\CCCC3=C2OC(N)=C(C#N)C3c2c(C)nn(CC)c2C)c1C (configuration not stated)
  -10	14*	29	20	6%	-12	0.9	0.5	0.025
CCCCOc1ccc(C(=O)Nc2ccc(N3CCN(C(C)=O)CC3)cc2)cc1
  5	-0.37	.	.	4%	-17	0.9	0.95	.
CC(C)n1c(NCc2ccc(N(C)C)cc2)nc2ccccc21
  16	0.81	7	-4	4%	-2	.	0.71	-1.3

Compound profiles, from the list above. Values in the order: Ecoli tolC	M1 agonist	HEK293 NFkB inh	Jurkat tox 60K	NADH enzymes	SF1 activator	TNAP act mid DEA	M1 antag	D1 allo mod
N=c1c(C(=O)NCc2ccc(F)cc2)cc2c(=O)n3ccccc3nc2n1CC1CCCO1 (configuration not stated) as listed: -5	3.7*	9	11	7%[fluoresces]	11	0.9	-0.97	-1.7
O=C(NCCC1=CCCCC1)c1cnc2n(c1=O)CCS2 as listed: -3	-0.54	-23	-4	2%	51*	.	-0.55	2.1

Additional results.
Below each compound: Ecoli tolC	M1 agonist	HEK293 NFkB inh	Jurkat tox 60K	NADH enzymes	SF1 activator	TNAP act mid DEA	M1 antag	D1 allo mod
COc1cccc(CNc2ccc(S(=O)(=O)Nc3nccs3)cc2)c1O
  18	-0.38	10	.	7%	-13	0.9	-0.99	12*
Cc1cccn2cc(-c3ccc(S(=O)(=O)N4CCOCC4)cc3)nc12
  8	.	7	2	2%[fluoresces]	3	1	.	1.5
CCSc1nnc(NC(=O)C2CCCN(S(=O)(=O)c3cnc[nH]3)C2)s1 (configuration not stated)
  -7	0.0076	-3	-2	3%	-4	0.9	-0.097	-0.11
COc1ccc(-n2nc(C(=O)Nc3ccc4c(c3)OCO4)c3ccccc3c2=O)c(OC)c1
  0	-0.66	8	2	5%	-14	0.9	-0.078	0.69
CCOC(=O)c1cc2sccc2n1CC(=O)Nc1ccc(OC)c(OC)c1
  12	0.058	20	-3	7%	3	1	-0.00094	-0.73
COc1ccc(CNC(=O)c2ccc3c(c2)N(C)C(=O)CS3=O)cc1 (configuration not stated)
  -6	-0.17	11	-2	4%	0	0.9	0.012	-0.055
CC(C)(C)c1ccc(-c2nnc3sc(-c4ccncc4)nn23)cc1
  8	-0.62	10	25	11%	-10	.	8.9*	2.4
Cc1cc(C(=O)NC(C)c2ccncc2)cs1 (configuration not stated)
  4	0.67	8	5	3%	2	1	0.35	-0.18
O=C(NCc1ccccc1)c1c(O)c2cccc3c2n(c1=O)CCC3
  19	0.084	7	1	6%	9	0.9	-0.65	-0.027
CN(C)c1nc(OCCNC(=O)Nc2ccccc2)nc(N(C)C)n1
  3	-0.058	.	.	3%	0	1	-0.6	.
O=c1c2cnn(-c3ccccc3)c2nnn1Cc1ccccn1
  3	0.77	16	.	3%	9	0.9	1	.
COCCn1nnnc1CN1CCC(NC(=O)Nc2cccc(OC)c2)CC1
  -13	-1.1	1	-8	6%	1	0.9	0.5	-0.86
CCCc1nc(SCC(=O)NCc2ccc3c(c2)OCO3)c2c(=O)n(C)c(=O)n(C)c2n1
  6	0.56	17	1	4%	-8	0.9	0.12	-0.36
COc1cc(CC(=O)N2CCc3ccccc32)cc(OC)c1OC
  -13	-0.11	2	14	7%	7	0.9	0.038	-1.5
O=C(CSc1nc2ccccc2c(=O)n1-c1ccccc1)N1CCN(CCO)CC1
  -13	-0.083	0	13	6%	3	1	-0.094	-0.38
Cc1nc2c(oc3ccccc32)c(=O)o1
  -15	.	7	-1	7%	32	1	.	0.25
CCOc1ccc(OCC)c(NC(=O)C2CCN(S(=O)(=O)c3c(C)noc3C)CC2)c1
  -1	0.35	16	.	4%	10	1	0.062	.
CSC(=NS(=O)(=O)c1ccc(C)cc1)SC
  -12	-0.015	-2	-5	6%	-10	0.8	0.18	0.0046
Cc1cc(S(=O)(=O)Nc2ccccc2C(=O)O)ccc1Cl
  32	-0.94	7	0	0%	-1	0.9	0.38	-0.61
O=C(Cn1cnc2ccccc21)OCC(=O)N1CCc2ccccc2C1
  -22	-1.2	24	8	6%	-10	1	-1.7*	-0.093
Cc1nnc2n(-c3ccccc3)c(=O)c3c4c(sc3n12)CC(C)CC4 (configuration not stated)
  13	-0.046	.	.	1%	-3	1	0.23	.
O=C(NCc1ccccc1)c1ccc(CN2CCOCC2)cc1
  -10	.	11	-4	4%	-15	0.9	.	0.18
CC(C)CC(NC(=O)c1ccco1)C(=O)Nc1ccc2c(c1)OCCO2 (configuration not stated)
  5	-0.21	16	4	1%	6	0.9	0.043	-0.3
O=C(CSCc1ccc(F)cc1)NC1CCCC1
  -2	0.3	6	-1	3%	18	0.8	0.046	-0.43
O=C(O)c1ccc(OC2CSC2)cc1
  -6	-0.41	12	-4	1%	2	1	-0.091	0.13
COc1ccc(N2CC(=O)N(c3ccc(OC)c(OC)c3)CC2=O)cc1OC
  4	-0.38	.	.	3%	-3	0.9	-0.89	.
Cn1c(=O)c(=O)n(C)c2cc(S(=O)(=O)N3CCN(c4cccc(C(F)(F)F)c4)CC3)ccc21
  -18	0.87	-6	-13	6%	11	0.9	0.24	0.18
COCCCNC(=O)C1CCN(C(=O)Nc2ccc(Cl)cc2)CC1
  0	-1.2	12	4	3%	-17	0.8	-0.58	0.16
CC(C)NC(=O)Cn1c(SCC(=O)N2CCc3ccccc3C2)nc2ccccc21
  -14	-0.021	2	-10	1%	-1	0.9	0.17	-0.88
NC(=O)COC(=O)CNC(=O)c1ccc(Cl)cc1
  -12	0.89	15	.	1%	5	0.9	0.16	-0.39
CCCCCOc1ccc(OC(=O)c2ccncc2)cc1
  6	-0.27	16	10	0%	-28	0.9	-0.7	-1.3
C=CCn1c(Cc2csc(N)n2)nnc1SCC(=O)OCC
  -15	-0.98	18	-7	3%	6	0.9	0.22	0.014
CCOC(=O)c1[nH]c(C)c(C(=O)Nc2cc(Cl)ccc2C)c1C
  -8	-0.36	28	88*	3%	-9	0.9	-1.4	0.24
COCCCN=C(c1ccco1)n1c(=S)nc(-c2ccco2)n(CCCOC)c1=S
  -12	0	-12	.	9%	26	0.8	-0.39	.
Cc1ccc2[nH]c(=S)cc(C)c2c1
  -4	1.3	9	-2	7%	-2	0.9	0.16	-0.16
Cn1c(=O)oc2cc(S(=O)(=O)N3CCCC(C(=O)N4CC=C(c5ccccc5)CC4)C3)ccc21 (configuration not stated)
  4	3.4*	11	30	5%	-7	0.8	-1.9	-4.3
Oc1c(Cl)cc(Cl)c2c1NCCC2
  17	0.76	20	2	2%	-10	0.9	-0.043	3.6
O=C(NCCO)c1ccc(Cl)c(Cl)c1
  -16	0.2	0	-3	5%	-26	0.8	0.15	0.4
COc1cccc(CNc2nc3nc(C)c(Cl)c(C)n3n2)c1
  20	-0.018	-14	0	3%[fluoresces]	44	0.9	-0.25	3
NS(=O)(=O)c1ccc(-n2nncc2C23CC4CC(CC(C4)C2)C3)cc1
  12	-1.6	19	8	6%	7	0.9	1.6	0.12
O=C(c1c(Cl)cccc1Cl)N1CCCCCC1
  1	0.068	4	.	6%	-3	1	1.5	-0.8
COc1cccc(-n2c(CNC(=O)OC(C)(C)C)n[nH]c2=S)c1
  -25	-0.0043	17	10	13%	1	0.9	-0.097	0.5

Screening results: PubChem, several laboratories
